# MMP13 inhibition = MMP13 inhibitors among fluorescent compounds, confirmation, biochemical, possible fluorescent artifacts, delta fluorescence (AID 734) | MMP13 fTHP FRET cleavage, delta fluorescence 4 h; stronger effect = higher value | inhibition, %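 (each compound tested at 4 µM nominal in triplicate)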 | 5,100 tested, under 10 active;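 active means inhibition above the mean inhibition over all tested compounds plus 3 SD, cut at about 75% in these data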;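 further: 0% = DMSO only wells and 100% = 8 µM reference MMP13 inhibitor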
# Active calls of the source: *.
SMILES,MMP13 inhibition
O=S1(=O)CC(O)C(Nc2ccccc2Cl)C1 (configuration not stated),-0.3
CN(Cc1ccccc1)c1nc2c(c(=O)n(C)c(=O)n2C)n1CCSc1ncccn1,2.8
C=CCNc1nc(NCc2ccccc2)c(C#N)c2c1CN(C)CC2,-7.7
Cc1cc(N2CCN(S(=O)(=O)Cc3ccccc3)CC2)n2ncnc2n1,4.7
COC(=O)c1ccc(Sc2ccc(C)cc2)c(N)c1,-1.3
COc1ccc(-c2nc3c(=O)n(C)c(=O)[nH]c3n2CCc2ccccc2)cc1,13.9
CC(C)Cn1cc(C(=O)NCc2cccs2)c2c3ccccc3n(C)c2c1=O,11.4
Cc1ccnc(NS(=O)(=O)c2cccs2)c1,5.9
Cc1oc(-c2ccc(Cl)cc2)nc1CN1CCC(C(=O)NCc2ccco2)CC1,1.2
O=C(O)c1cn(-c2ccccc2)nc1-c1ccncc1,-0.4
COCCCNC(=O)c1c(N)n(/N=C/c2cccs2)c2nc3ccccc3nc12,-18.7
CCCCN(C)C(=O)C1CCN(CCCc2ccccc2)CC1,7.1
CCOc1ccc(CCNC(=O)C2CCN(c3ccc(N4CCOCC4)nn3)CC2)cc1OCC,0.6
Cc1ccc(OCC(=O)N(C)CCc2ccccn2)cc1,0.9
CC1=C(C(=O)Nc2cc(C)ccn2)C(c2ccc(C)cc2)C2=C(CCCC2=O)N1 (configuration not stated),-1.7
O=C(Nc1cccc2ccccc12)N1CCOCC1,4.0
COc1ccc(-c2ccc(-c3noc(C)n3)c(OC)n2)cc1,-9.6
COc1ccccc1Cn1nnc2c(=O)[nH]c(C3CCN(C(=O)c4ccc(C)cc4)CC3)nc21,-0.5
COc1ccc2cc3cc(C(=O)NCCN4CCc5ccccc5C4)oc3nc2c1,-101.7
Cn1c(=O)c2c(-c3ccccc3)n(-c3ccccc3O)cc2n(C)c1=O,2.6
CC(=O)N1CCC2(CC1)CC(=O)c1cc(OCC(=O)NCc3ccc(C)cc3)ccc1O2,-1.6
Cc1cc(NCCN2CCCCC2)n2c(nc3ccccc32)c1C#N,5.8
CCOC(=O)N1CCC(NC(=O)c2cc(C)c3c(C)nn(-c4ccccc4)c3n2)CC1,2.9
COc1ccccc1-c1cc(C2CC2)nc(N)c1C#N,2.3
CCC1CCCN1Cn1cnc2c([nH]c3ccc(OC)cc32)c1=O (configuration not stated),-0.3
COc1ccc(CN(Cc2cc3cc(C)ccc3[nH]c2=O)C(=O)N(C)C)cc1,-3.0
O=C(NCCCN1CCOCC1)c1cc2c(=O)[nH]c3ccccc3c2s1,-8.9
Cc1ccn2cc(C(=O)Nc3nnc(C)s3)nc2c1,0.3
CCc1nc(NC2CCCCC2)c(C#N)c2c1COC(C)(C)C2,10.9
C=CCNc1oc(-c2cccc3ccccc23)nc1C#N,-142.6
CSc1nc(SCC(N)=O)c2c3c(sc2n1)CN(C)CC3,7.7
CCOCCCNc1ncnc2c1[nH]c1ccccc12,2.8
Cc1cccc2cc(C#N)c(NCCCn3ccnc3)nc12,6.1
O=C1CCc2cc(S(=O)(=O)N3CCC(C(=O)NCc4ccccn4)CC3)ccc2N1,5.0
Cc1ccc(C2C=C(c3ccccc3OC(F)F)Nc3ncnn32)cc1 (configuration not stated),2.3
O=C(Cc1c(O)c2ccccc2[nH]c1=O)NCc1ccccc1F,-1.5
COC(=O)c1ccc(Oc2c(C)oc3c(CN4CCN(C)CC4)c(O)ccc3c2=O)cc1,6.1
COc1ccccc1N=c1oc2cc(O)ccc2cc1C(N)=O,-27.2
COC(=O)C1=CN(CCCN2CCCC2=O)C=C(C(=O)OC)C1c1cccs1,-2.6
Cc1cccc(-n2ncc3c(NCCCO)ncnc32)c1,8.7

# Reformatted: entries from further up
molecule: Cc1cccc2cc(C#N)c(NCCCn3ccnc3)nc12
  MMP13 inhibition: 6.1

molecule: O=C1CCc2cc(S(=O)(=O)N3CCC(C(=O)NCc4ccccn4)CC3)ccc2N1
  MMP13 inhibition: 5.0

molecule: Cc1ccc(C2C=C(c3ccccc3OC(F)F)Nc3ncnn32)cc1 (configuration not stated)
  MMP13 inhibition: 2.3

molecule: O=C(Cc1c(O)c2ccccc2[nH]c1=O)NCc1ccccc1F
  MMP13 inhibition: -1.5

# (cont.)
SMILES,MMP13 inhibition
COC(=O)c1[nH]c2ccc(C)cc2c1NC(=O)CCN1CCN(C2CCCCC2)CC1,4.8
CCN1CCCC1CNC(=O)c1cc2c(C)nc3ccccc3c2o1 (configuration not stated),3.9
Cc1cc2cc(CN(CCCN3CCOCC3)C(=O)NC3CCCCC3)c(=O)[nH]c2cc1C,7.2
CCCSc1nc2c(cnn2-c2ccc(F)cc2)c(=O)[nH]1,0.9
Cc1cc(=O)oc2c(CN3CCN(C)CC3)c(O)c(Cl)cc12,10.1
O=C(Nc1ccccc1Cl)N1CCN(c2ccccn2)CC1,6.6
O=C(NC1CCCC1)C(NS(=O)(=O)c1cccc2nsnc12)c1ccccc1 (configuration not stated),2.0
CCOc1ccc2[nH]c(C)cc(=O)c2c1,5.9
CCOC(=O)N1CCC(NC(=O)CC(NS(=O)(=O)c2ccc(Cl)cc2)c2ccco2)CC1 (configuration not stated),4.7
CCOc1cc(C2C(C#N)=C(N)Oc3n[nH]c(C)c32)ccc1OCCN1CCOCC1 (configuration not stated),1.4
CCOc1ccc2[nH]c(=O)c(CN(CC3CCCN3CC)C(=O)NCc3ccccc3)cc2c1 (configuration not stated),3.4
Cc1ccc2nc(N3CCN(Cc4nnnn4Cc4ccccc4)CC3)c(C#N)cc2c1,1.5
Cc1ccc(Cn2ncn3c(cc4ccccc43)c2=O)cc1,0.8
O=C(Nc1ccc(F)cc1)N(CCCN1CCOCC1)Cc1cc2cc3c(cc2[nH]c1=O)OCO3,2.3
Cc1cc(C)c2[nH]c(=O)c(CN(CC3CCCO3)C(=O)C3CCCO3)cc2c1 (configuration not stated),0.0
O=c1c(-c2ccc(Br)cc2)coc2c(CN3CCOCC3)c(O)ccc12,7.1
CC1CCCCN1c1nnc(N)s1 (configuration not stated),4.1
COc1ccc(-c2cc(C(=O)N3CCOCC3)c3cc(C)ccc3n2)cc1,-1.9
COC(=O)c1cccc(NC2CC(=O)N(c3ccc(OC)c(OC)c3)C2=O)c1 (configuration not stated),7.5
CCOC(=O)C1CCCN(C(=O)CCC(=O)Nc2ccc3nc(N4CCOCC4)cc(C)c3c2)C1 (configuration not stated),7.7
COCCN(CCOC)C(=O)c1cc2c(=O)n3ccccc3nc2s1,1.4
NC1CCCCC1N=Cc1c(O)n(CCc2ccc(F)cc2)c(=O)[nH]c1=O (configuration not stated),1.1
CCOC(=O)c1cccnc1SCc1cc(=O)n2ccccc2n1,3.9
CC(=O)COc1ccc2c3c(c(=O)oc2c1)CCCC3,9.3
Cc1ccc(CNC(=O)c2cn(C3CCCC3)c(=O)c3c2c2ccccc2n3C)o1,5.0
CC(C)OC(=O)c1c2nc3ccccc3nc2n2c1[nH]c(=O)c1ccccc12,1.1
CCN(c1ccccc1)S(=O)(=O)c1ccc2[nH]cc(C(=O)N3CCOCC3)c(=O)c2c1,6.2
Cc1cc(NCCCCO)n2c(nc3ccccc32)c1C#N,5.9
CCc1cc(=O)oc2cc(OCC(=O)O)c(Cl)cc12,-1.1
COc1ccc2[nH]c3c(=O)n(Cc4ccco4)cnc3c2c1,-3.7

# For convenience, part of the list above.
SMILES,MMP13 inhibition
CC(C)OC(=O)c1c2nc3ccccc3nc2n2c1[nH]c(=O)c1ccccc12,1.1
CCN(c1ccccc1)S(=O)(=O)c1ccc2[nH]cc(C(=O)N3CCOCC3)c(=O)c2c1,6.2
Cc1cc(NCCCCO)n2c(nc3ccccc32)c1C#N,5.9
CCc1cc(=O)oc2cc(OCC(=O)O)c(Cl)cc12,-1.1
COc1ccc2[nH]c3c(=O)n(Cc4ccco4)cnc3c2c1,-3.7

# (more compounds)
SMILES,MMP13 inhibition
CCOC(=O)CSc1nc2cc3c(cc2cc1C#N)OCO3,5.7
CCN(CC)CCNC(=O)Cn1c(-c2ccccn2)nc2ccccc21,-2.6
CCSc1nnc(-c2ccc(S(=O)(=O)N3CCCC3)cc2)n1C,4.1
CCOC(=O)C1CCN(c2cc(=O)n(Cc3ccc(F)cc3)c(=O)[nH]2)CC1,5.8
CCOc1ccc(NS(=O)(=O)c2ccc3[nH]cc(C(=O)N(CC)CC)c(=O)c3c2)cc1,5.0
Cc1ccc(-c2cccc(NC(=O)C3C(C(=O)O)[C@@H]4C=C[C@H]3C4)c2)o1 (some centres not stated),6.5
CCCc1c(C)c2ccc(OCC(C)=O)cc2oc1=O,0.3
COCCn1cnc2cc(C)c(C)cc21,4.0
Cc1ccc(-c2cn3cccnc3n2)cc1NC(=O)c1ccc(Br)o1,-18.1
CC(C)Cn1cc(C(=O)NCCCN2CCCC2=O)c2c3ccccc3n(C)c2c1=O,2.9

# Fetched by structure from the entries so far, two records:
SMILES,MMP13 inhibition
CCSc1nnc(-c2ccc(S(=O)(=O)N3CCCC3)cc2)n1C,4.1
COCCn1cnc2cc(C)c(C)cc21,4.0

# Remaining list, next part
SMILES,MMP13 inhibition
COc1ccccc1C(=O)NCCn1cc(SCC(=O)NCc2ccco2)c2ccccc21,4.6
N#Cc1c(N)n(CCNC(=O)c2cccs2)c2nc3ccccc3nc12,-4.0
COc1ccccc1-c1cc(C(=O)NCc2ccco2)no1,3.1
CCOC(=O)N1CCN(C(=O)c2cc(-c3ccc(OCC)cc3)nc3ccccc23)CC1,-5.1
COc1cccc2[nH]c3c(N4CCC(C)CC4)ncnc3c12,7.0
COC(=O)c1c(NC(=O)c2ccc(C)o2)sc2c1CCCCC2,2.4
C=CCn1c(-c2ccccc2)nc2nc3ccccc3nc21,0.4
Cc1cc(C)n(-c2nc(NCCCO)c3c4c(sc3n2)CCCC4)n1,2.2
COc1cc2[nH]c3c(N4CCC(C(N)=O)CC4)ncnc3c2cc1OC,2.0
COc1ccc(-c2cc(C(=O)NCCN3CCOCC3)c3ccccc3n2)cc1,-0.4
CCc1c(C)c2cc(Cl)c(O)c(CN(C)C)c2oc1=O,-76.3
CCOC(=O)c1[nH]c2ccc(C)cc2c1NC(=O)CN1CCCCC1,10.1
N#Cc1nc(-c2ccc(F)cc2)oc1NCc1ccccc1,-1.2
CC1C2CC(CC1(C)C)N(C(=O)Nc1ccc3nccnc3c1)C2 (configuration not stated),7.2
CCC(C)(C)NC(=O)C1CCN(c2nc(C)cc(C)n2)CC1,1.4
COCc1nnc(NS(=O)(=O)c2ccc(NC(C)=O)cc2)s1,-0.2
COc1ccc2cc3c(N)c(C(=O)N4CCCC4)sc3nc2c1,2.0
CC1CCCCN1CCNC(=O)c1cc2c(-c3ccccc3F)nn(C)c2s1 (configuration not stated),6.0
CC(C)C(NS(=O)(=O)c1ccc2c3c(cccc13)C(=O)N2)C(=O)O (configuration not stated),4.5
CN(C)c1oc(-c2ccccc2F)nc1C#N,-19.9
CC(C)Cc1nc2oc3c(=O)[nH]cnc3c2c2c1CCC2,12.4
O=C(Nc1ccccc1)N(CCCN1CCOCC1)Cc1cc2cc3c(cc2[nH]c1=O)OCCO3,2.9
C=CCNc1ncnc2c1[nH]c1ccc(C)cc12,0.7
CS(=O)(=O)Nc1ccccc1C(=O)O,6.4
Cc1cccn2c(=O)c3cc(C(=O)NCc4ccco4)c(=N)n(C(C)C)c3nc12,14.3
Cc1cc(C)n(C(=O)CCCCCC(=O)n2nc(C)cc2C)n1,2.2
N#Cc1c(-c2cccs2)cc(-c2ccccn2)nc1N,9.1
O=C(Nc1ccc(-c2nc3ccccc3o2)c(O)c1)c1cc(-n2cnnc2)ccc1Cl,10.2
N#CC1=C(N)Oc2cc(N)ccc2C1C1CCCCC1 (configuration not stated),7.2
CCCN(CCC)CCCNC(=O)CC1Nc2ccccc2NC1=O (configuration not stated),5.1
N=c1c(C(=O)NCc2ccccc2)cc2c(=O)n3ccccc3nc2n1Cc1ccco1,1.0
Cc1ccc(-n2ncc3c(=O)n(CC(=O)N4CCCCCC4)cnc32)cc1,3.8
CCCCN(C)C(=O)c1c[nH]c2ccc(S(=O)(=O)N3CCOCC3)cc2c1=O,8.4
CC(C)(O)/C=C1/Oc2ccccc2C1N1CCCCC1 (configuration not stated),2.7
CCOc1ccc2[nH]c(=O)c(CN(CCN3CCOCC3)Cc3nnnn3C(C)(C)CC)cc2c1,4.4
Cc1nc2oc3c(NCc4ccccn4)ncnc3c2c2c1COC(C)(C)C2,1.6
c1ccc2nc3[nH]cnc3nc2c1,5.3
N#Cc1c(NCCCO)nc(NCc2ccccc2)c2c1CCN(Cc1ccccc1)C2,-2.3
FC(F)(F)c1cc(-c2ccco2)nc(-n2nnc3ccccc32)n1,-8.1
CCOC(=O)c1cnn2c1[nH]c(=O)c1ccccc12,22.9
CCn1c(=O)cc(O)c2ccccc21,3.2
COc1ccc(-c2c(NC(C)=O)n(C)c3ccccc3c2=O)cc1,1.6
Cc1cc(C)c2c(n1)nn1c(NCCN3CCOCC3)cc(C)nc21,-58.5
N#Cc1c(C(F)(F)F)cc(-c2ccco2)nc1SCc1ccccn1,0.5
COCn1c(-c2ccc(OC)c(OC)c2)nc2ccccc21,-2.2
CCn1c(C)nc2cc(-c3nc4n(n3)Cc3ccccc3-4)ccc21,0.1
CCOC(=O)C1CCN(C(=O)c2cc3cc4cc(OC)ccc4nc3o2)CC1,-5.3
COc1ccc(-c2cc3ccc(OCc4nn[nH]n4)cc3oc2=O)cc1,-83.8
O=C(C1CCN(c2ccc(N3CCOCC3)nn2)CC1)N1CCN(c2ccc(F)cc2)CC1,4.6
CCCN(CCC)CCCNC(=O)c1cn(CCOC)c(=O)c2c1c1ccccc1n2C,-4.3

# (continued)
SMILES,MMP13 inhibition
COc1ccc(C(c2nnnn2Cc2ccccc2)N2CCN(C(=O)c3ccco3)CC2)cc1 (configuration not stated),0.7
O=C(c1nc2nc(-c3ccc(Cl)cc3)cc(C(F)(F)F)n2n1)N1CCOCC1,7.2
CCOc1ncccc1C(=O)Nc1ccc(-c2cn3ccsc3n2)cc1,9.3
Nc1c(C(=O)NC2CCCC2)sc2nc(-c3cccs3)ccc12,4.9
c1ccc(-n2ncc3c(NCc4cccnc4)ncnc32)cc1,3.8
Cc1cccn2cc(-c3ccccc3)nc12,3.1

# These rows are one share of the data, so the mix of outcomes need not match the whole.
